# Screening data as filed in PubChem.
# KLK7 zymogen act – activates the human kallikrein-7 zymogen; AID 652039; activation, % at 7 µM; 370,000 tested, 0.9% active; purified proKLK7, EDANS-DABCYL substrate fluorescence; 100% is mature enzyme control, 0% vehicle;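 active means activation above the mean of all tested compounds plus 3 SD, computed per campaign excluding outliers beyond control limits, cut at about 13% in these data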
# Target sequence (P49862 whole entry, looked up): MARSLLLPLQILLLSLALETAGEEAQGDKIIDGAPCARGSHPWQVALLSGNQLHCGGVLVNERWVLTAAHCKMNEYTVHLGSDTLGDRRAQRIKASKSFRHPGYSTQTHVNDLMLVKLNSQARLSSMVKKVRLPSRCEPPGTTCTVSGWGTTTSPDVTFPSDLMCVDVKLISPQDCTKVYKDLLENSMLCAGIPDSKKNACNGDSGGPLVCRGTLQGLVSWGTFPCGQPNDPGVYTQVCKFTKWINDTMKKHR
# Tn6 DDE FP – disrupts Tn6 cyclic peptide binding to fibrin D-Dimer-E complex. P02675. Fibrin DD(E) TRITC-Tn6 fluorescence polarization displacement. inhibition, % at 8.3 µM. 370,000 tested, 0.21% active. AID 720509;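 active means inhibition above a per-campaign cutoff: mean of compounds within control limits plus 3 SD, cut at about 15% in these data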;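 further: 0% = median of all compound wells on the plate and 100% = blocking peptide control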
# PRMT1 inh – PRMT1 (human) inhibition, primary screen | recombinant PRMT1, activity-based probe fluorescence polarization | inhibition, % at 2.79 µM | 370,000 tested, 1.3% active | AID 652257;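 active means inhibition above about 21% made by adding two undisclosed values, limit read from the data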
# MBD2 DNA inh – blocks human MBD2 binding to methylated DNA. 370,000 tested, 0.31% active. TR-FRET, MBD2 binding to methylated oligonucleotide. inhibition, % at 4.4 µM. Q9UBB5; in the data active means inhibition above about 13%
# SIAE primary – human SIAE inhibition, primary screen; Q9HAT2; 370,000 tested, 0.69% active; SIAE FP-Rh probe binding, fluorescence polarization; inhibition, % at 9.66 µM;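 active means inhibition above a cutoff: mean of compounds within the control limits plus 3 SD of those, cut at about 17% in these data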;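 further: 0% = plate median of compound wells and 100% = probe without SIAE protein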
# TDP2 inh – TDP2 (human) inhibition, absorbance primary screen. recombinant TDP2, T5PNP hydrolysis, p-nitrophenol absorbance 415 nm. 370,000 tested, 0.34% active. AID 720702. O95551. inhibition, % at 12.8 µM;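 active means inhibition above the mean of all tested compounds plus 3 SD, set per campaign, cut at about 25% in these data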;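 further: 0% = DMSO with enzyme and 100% = buffer with substrate but no TDP2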
#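 Test system: human TDP2 enzyme; Input: 120 nM TDP2 per well; Buffer or medium: Mg2+-containing Tris-HCl buffer, pH 7.5; Reagent: 5 mM T5PNP; Dosing: 12.8 µM single point, 1% DMSO; Incubation: reaction 2 h, 37 °C; Detection: p-Nitrophenol epi absorbance; Read-out: % inhibition relative to enzyme-containing and enzyme-free wells; Replicates: single well per compound.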
# LEDGF integ inh – blocks HIV-1 LEDGF/p75-dependent DNA integration; AID 743269; TR-FRET IN-LEDGF/p75 DNA integration, Eu/Cy5; 370,000 tested, 0.64% active; inhibition, % at 3.7 µM;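 active means inhibition above the screen-wide mean plus 3 SD, cut at about 13% in these data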;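 further: signal is the Cy5 over europium emission ratio at 671 and 618 nm; 0% = plate median of compound wells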
# UHRF1 MBD2 ctr – blocks human UHRF1 binding to methylated DNA. Q96T88. AID 687016. UHRF1 binding to methylated oligo, TR-FRET. inhibition, % at 4.4 µM. 370,000 tested, 0.75% active; in the data active means inhibition above about 21%;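 further: UHRF1 SRA domain binding a hemimethylated CpG hairpin DNA probe; 0% = median of test compound wells and 100% = reference inhibitor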
# Target sequence (Q96T88 whole entry, looked up, the tested form may be a part): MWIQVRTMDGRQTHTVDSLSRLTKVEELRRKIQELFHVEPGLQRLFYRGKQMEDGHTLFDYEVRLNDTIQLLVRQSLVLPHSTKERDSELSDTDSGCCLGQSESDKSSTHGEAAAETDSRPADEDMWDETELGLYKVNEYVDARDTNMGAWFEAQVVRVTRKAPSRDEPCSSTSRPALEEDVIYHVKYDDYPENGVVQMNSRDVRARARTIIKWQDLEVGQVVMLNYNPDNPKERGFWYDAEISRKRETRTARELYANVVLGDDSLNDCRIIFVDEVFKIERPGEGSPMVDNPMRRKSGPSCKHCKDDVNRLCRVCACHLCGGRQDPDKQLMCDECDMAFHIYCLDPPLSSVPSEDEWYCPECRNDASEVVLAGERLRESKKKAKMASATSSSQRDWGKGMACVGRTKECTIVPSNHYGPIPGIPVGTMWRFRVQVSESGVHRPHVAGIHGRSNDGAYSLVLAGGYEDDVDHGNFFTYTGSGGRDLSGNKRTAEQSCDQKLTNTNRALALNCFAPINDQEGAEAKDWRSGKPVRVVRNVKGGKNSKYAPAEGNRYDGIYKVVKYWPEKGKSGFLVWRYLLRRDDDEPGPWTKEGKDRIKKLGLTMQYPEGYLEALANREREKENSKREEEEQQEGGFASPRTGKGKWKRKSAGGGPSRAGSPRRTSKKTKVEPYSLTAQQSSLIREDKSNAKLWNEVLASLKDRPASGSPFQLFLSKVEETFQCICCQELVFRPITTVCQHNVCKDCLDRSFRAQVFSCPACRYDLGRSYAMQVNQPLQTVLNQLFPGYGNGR
# TCR CD3 inh – inhibitors of human TCR-CD3 interaction | 360,000 tested, 0.37% active | TAMRA-labeled TCR probe fluorescence, biochemical | inhibition, % at 9.4 µM; in the data active means inhibition above about 19%;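 further: recombinant mutant TCR 2C K166C tagged with TAMRA read by polarization; 0% = receptor in buffer alone and 100% = receptor with positive control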
# DDE Tn7 FP inh – disrupts Tn7 cyclic peptide binding to fibrin D-Dimer-E complex; FP displacement of FITC-Tn7 peptide from fibrin DD(E); 0% = median of compound wells per plate; inhibition, % at 8.3 µM; 370,000 tested, 0.13% active;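 active means inhibition above the mean of compounds falling within the control limits plus 3 SD of them, cut at about 14% in these data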;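 further: 0% = plate median of compound wells and 100% = 10 µM Aha-Tn7 peptide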
#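 System: human fibrin DD(E); quantity: Fibrin-DD(E) at 2 µM final; also added: fluorescent Tn7 probe at 0.1 µM; compound dosing: single nominal test concentration of 8.3 µM per compound; schedule: 10 min preincubation, 3 h with tracer, room temperature; detection: fluorescence polarization of the labelled Tn7 tracer; repeats: one replicate per compound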
# * = called active by the depositor; x = not tested or not shown. Compounds as they come; 4.6% or so of the library scored in one or more.
SMILES,KLK7 zymogen act,Tn6 DDE FP,PRMT1 inh,MBD2 DNA inh,SIAE primary,TDP2 inh,LEDGF integ inh,UHRF1 MBD2 ctr,TCR CD3 inh,DDE Tn7 FP inh
COc1ccc(OC)c(S(=O)(=O)N/N=C\c2cn(CC(N)=O)c3ccccc23)c1,0.3,-3,-1,-5,-1,3,3,1,4,-2
NC(=O)c1cc([N+](=O)[O-])ccc1NCCN1C(=O)c2ccc(C(=O)O)cc2C1=O,0.1,-2,-3,-4,0,-4,2,1,6,2
Nn1c(SCC(=O)Nc2ccc3c(c2)CCC3)nnc1C1CC1,-0.3,7,-1,-2,11,3,4,-1,6,-3
Cc1cccc(NS(=O)(=O)c2c(C)nc3scc(C)n3c2=O)c1,0.4,-6,1,-5,3,21,1,0,3,-1
CC(=O)Nc1cccc(NS(=O)(=O)Cc2ccc(Cl)cc2)c1,-0.4,3,1,3,-5,7,-5,2,-4,8
COc1ccc(CCNC(=S)NC(=O)/C=C/c2ccc(C)cc2)cc1OC,0.6,3,-3,1,4,-1,3,3,-1,-1
COC(=O)[C@H](CC(C)C)N(CCCc1cn(CC2CCCCC2)nn1)S(=O)(=O)c1ccc(F)cc1Br,0.2,-3,-2,-2,0,-3,3,-1,x,-5
CNc1cncc(-c2cccc(C(C)=O)c2)n1,-0.4,-2,5,0,-5,-3,-9,0,-3,5
CCOC(=O)c1cc(NC(=O)Nc2ccc(OC)c(OC)c2)c(C)nc1C,-0.2,1,-6,3,-3,2,-3,4,2,3
O=Nc1ccc(O)c2ncccc12,0.1,-5,4,-14,-31,-19,0,-7,3,-2
CCCCn1c(N)c(N(CC(C)C)C(=O)CN(C)S(=O)(=O)c2ccc(NC(C)=O)cc2)c(=O)[nH]c1=O,0.1,1,-1,2,-12,-18,4,4,3,2
Clc1cccc(Cc2c(-c3cccc(Cl)c3)nc3ccc(Cl)cn23)c1,-9.2,10,-1,1,-23,-1,-2,1,5,6
CC1(O)CC2CC1C(C(=O)O)C2C(=O)O (centres undefined),-0.5,2,10,-2,-4,0,0,1,0,0
CN1CCN(C(=O)c2ccc(-c3ccccc3)cc2)CC1,-0.7,11,-3,-4,5,-15,-5,-1,4,6
C[C@@H](N)C(=O)Nc1ccc(Cl)cc1C(=O)c1ccc[nH]1,x,-2,-5,6,-4,5,0,-3,x,-4
CC(Sc1nc(N)cc(=O)[nH]1)C(=O)NNC(=O)c1cccc(Cl)c1 (centres undefined),-0.2,-1,-1,-1,-1,-10,1,1,1,-4
COc1ccc2nc(N(CCN(C)C)C(=O)c3ccc4ccccc4c3)sc2c1,-0.1,1,2,-5,-2,-11,-3,1,4,5
COC(=O)c1ccccc1NC(=O)c1noc2c1CCCC2,0.6,5,-1,-1,-6,-13,0,-4,6,-4
COc1cc2c(cc1OC)CN(S(=O)(=O)c1ccc(Cl)nc1)CC2,0.5,-4,-2,-5,6,-1,3,-1,-2,-8
CC1CCCC(C)N1CCNC(=O)CCc1nnc2n(Cc3ccccc3)c(=O)c3ccccc3n12 (centres undefined),0.0,-3,-2,5,-6,-3,-3,0,5,-10
Cc1cccc(NC(=O)c2ccc(C(=O)c3ccccc3)cc2)n1,0.1,-3,5,0,-9,-4,-1,2,-10,20*
Cc1cccc(/C(N)=N/OC(=O)COc2ccc(Cl)cc2)c1,-0.4,-7,-3,0,-5,-5,-2,-1,3,5
CC1(C)CC(=O)C=C(c2ccc(-c3cccc(C(N)=O)c3)cc2)C1=O,-0.4,0,-2,-4,1,-5,-2,-2,5,4
O=C(/C=C/c1ccccc1)/C=C/c1ccccc1,-0.1,5,5,5,-4,8,2,0,-5,8
N#CC(C(=O)NCc1ccco1)c1nc2ccccc2nc1N1CCOCC1 (centres undefined),0.9,3,2,-4,8,-4,2,-3,3,-1
CCCCn1c(SCC(=O)NCc2ccco2)nc2c1c(=O)n(C)c(=O)n2C,0.1,-2,-2,-4,6,-11,1,-4,2,-4
COc1ccc(C(=O)C(CN2CCOCC2)c2ccccc2)cc1F (centres undefined),0.4,0,9,1,7,9,3,1,-5,9
COc1ccc(C(=O)NCCc2ccc(C)cc2)cc1OC1CCN(C(C)=O)CC1,0.6,12,1,-3,-4,-1,-1,0,0,0
O=C(CCC(=O)c1cccs1)Nc1ncccc1O,-0.1,10,6,-3,8,3,2,-3,6,-10
CN1CCN(NC(=O)CC(C)(C)C)CC1,0.3,3,-1,-9,-1,-6,-3,-3,3,0
CCOC(=O)c1cc(-c2ccncc2)nc2c1c(C)nn2C,3.3,0,3,1,-1,3,0,1,3,-1
Cc1scc(C(=O)NNC(=S)NCC2CCCO2)c1C (centres undefined),0.4,1,-1,1,15,6,0,-1,-6,6
O=C(Nc1cccc([N+](=O)[O-])c1)N1CCCCCC1,0.3,-4,0,0,-4,17,1,-1,7,-5
COc1ccc(CN(C)C(=O)c2ccc(NS(=O)(=O)c3ccccc3)cc2)c(OC)c1,0.9,9,1,-2,-7,0,-5,-1,3,-1
O=C(CCc1nc2ccccc2c(=O)[nH]1)OCC(=O)N1CCN(S(=O)(=O)c2ccccc2)CC1,-0.7,1,-3,0,2,6,0,-2,1,-4
Cn1c(SCC(=O)Nc2nccs2)nnc1-c1ccncc1,-0.5,2,4,3,-4,-12,-3,0,-4,7
CCN1C(=O)c2ccccc2Sc2ccc(C(=O)NCCCN3CCCCC3)cc21,0.0,7,-1,-1,-6,-5,0,0,8,2
Cc1ccc(NC(=O)C2(C)CCN2C(=O)Cc2ccccc2Cl)cc1C (centres undefined),-0.1,-1,3,-3,-1,-6,0,4,-2,-10
CCCn1c(CNc2ccc(Br)cc2)nc2ccccc21,-0.5,6,5,-2,1,-14,-1,0,-4,-3
CC/C(=N/NC(=O)c1ccc(Br)o1)c1ccc(Cl)cc1,-0.3,-5,-1,3,1,6,-2,2,2,-8
CCCc1nnc(NC(=O)c2cc3ccccc3o2)s1,-0.3,-2,2,0,-8,-5,-4,3,-6,1
N#Cc1ccc(OCC(=O)N(C2CCCCC2)C2CCS(=O)(=O)C2)cc1 (centres undefined),0.3,16*,-3,-4,-2,0,1,-1,-5,-1
Cc1ccc(C(=O)N2CCN(c3ccccc3F)CC2)cc1NC1=NC2CS(=O)(=O)CC2S1 (centres undefined),-0.1,10,2,2,-5,3,-3,1,4,5
COc1ccc(C(=O)Nc2ccc(S(=O)(=O)Nc3cc(C)nc(C)n3)cc2)cc1OC,0.2,-4,-4,1,-2,-17,9,5,-7,1
Cc1cc2nc(-c3ccc(C#N)cc3)c(Cc3cccc(F)c3)n2c(C)c1Br,-2.8,-7,4,3,-4,-2,0,4,2,1
CCOC(=O)c1[nH]c2ccccc2c1NC(=O)c1cc(OC)c(OC)c(OC)c1,-0.2,8,-2,1,-3,4,0,-2,5,0
Cc1cnc2ccc(F)cc2c1,0.8,1,-4,4,-9,-19,6,1,6,2
COc1ccc(CCNC(=O)CSc2nnc(CNC(=O)c3cccs3)o2)cc1OC,-0.1,2,1,-4,-1,2,-3,-2,7,8
COc1ccc(-c2noc(N3CCC(C(=O)Nc4ccc(OC)cc4OC)CC3)n2)cc1,0.0,1,5,5,-1,-2,-3,2,-3,6
COc1cc(/C=C2/CCc3ccccc3C2=O)cc(OC)c1OC,-0.1,-4,-1,-3,5,2,0,1,-3,3
O=C(O)CC12CC3CC(C1)CC(n1ncc(NCc4ccc(F)cc4)c(Cl)c1=O)(C3)C2,0.5,-3,-2,0,7,8,-2,0,-3,-5
CCC(=O)Nc1cc(C(C)(C)C)ccc1C(C)=O,0.3,-4,-2,4,-4,8,-2,3,-1,3
O=C(Nc1ccc(OC(=O)c2ccccc2)c(-c2nc3ccccc3s2)c1)c1ccccc1,0.4,0,2,1,-21,2,1,-1,3,-4
O=C(CCCOc1ccccc1)NNC(=O)c1ccncc1,0.4,0,1,1,-1,-1,0,-1,4,4
O=C(Nc1ccccc1)C1CC(=O)n2c(nc3ccccc32)N1 (centres undefined),0.7,0,-4,-2,3,0,0,0,-1,0
O=C(O)CCCCCNS(=O)(=O)c1ccc(Cl)cc1,0.0,-3,-2,3,2,-1,-2,3,-2,-3
COc1cc(C(C)=NNC(=O)c2ccncc2)ccc1O,0.4,4,-2,4,7,-8,-3,-1,-2,-5
OC(Cc1cccnc1)(Cc1cccnc1)c1cc2ccccc2[nH]1,-0.1,-3,3,5,-1,2,0,9,-1,2
CCOC(=O)c1[nH]c2ccc(OC)cc2c1NC(=O)c1ccc(OC)c(OC)c1,-0.2,-2,0,15*,-1,-12,1,2,-2,-3
Nc1nnc(SCC(=O)Nc2ccccc2)s1,0.0,-4,4,-2,-2,-4,-2,1,-4,0

# Next entries:
SMILES,KLK7 zymogen act,Tn6 DDE FP,PRMT1 inh,MBD2 DNA inh,SIAE primary,TDP2 inh,LEDGF integ inh,UHRF1 MBD2 ctr,TCR CD3 inh,DDE Tn7 FP inh
CC(=O)Nc1c(-c2ccccc2)nc2ccc(Cl)cn12,1.0,-4,0,-2,1,0,0,0,1,3
O=C(COC(=O)COc1ccccc1Cc1ccccc1)Nc1cccnc1Cl,0.7,4,-1,1,-6,-7,-3,-2,7,6
O=C(C1CCC(CNS(=O)(=O)c2cccs2)CC1)N1CCN(c2ccc(Cl)cc2)CC1 (centres undefined),-0.8,6,1,1,-10,-4,-1,-3,6,7
CC(C)CN1C[C@@H]2CSCCS(=O)(=O)N2C1=O,0.9,4,1,6,5,6,-2,-1,x,-1
CCCCN1C(=O)C(CC(=O)NC2CCCCC2)CC(C(=O)N(CC)CC)=C1C (centres undefined),0.5,8,-4,1,-5,6,-1,0,-2,5
COc1ccccc1N(Cc1ccccc1)S(=O)(=O)c1cccc(C(=O)Nc2ccccn2)c1,-0.5,-10,1,-5,-10,5,-3,0,0,-1
Cc1cccnc1C(NC(=O)C1CCN(CCOc2ccc(Cl)cc2Cl)CC1)c1ccc(Cl)cc1 (centres undefined),0.5,16*,4,5,7,7,-3,2,-3,-1
COCCNC(=O)CSc1nc2ccccc2c(=O)n1CCCC(=O)NCc1ccccc1,0.3,-11,1,6,-3,0,0,2,-4,-1

# Part of the list above, with values ahead of the structure.
KLK7 zymogen act,Tn6 DDE FP,PRMT1 inh,MBD2 DNA inh,SIAE primary,TDP2 inh,LEDGF integ inh,UHRF1 MBD2 ctr,TCR CD3 inh,DDE Tn7 FP inh,Structure
-0.7,1,-3,0,2,6,0,-2,1,-4,O=C(CCc1nc2ccccc2c(=O)[nH]1)OCC(=O)N1CCN(S(=O)(=O)c2ccccc2)CC1
-0.5,2,4,3,-4,-12,-3,0,-4,7,Cn1c(SCC(=O)Nc2nccs2)nnc1-c1ccncc1
0.0,7,-1,-1,-6,-5,0,0,8,2,CCN1C(=O)c2ccccc2Sc2ccc(C(=O)NCCCN3CCCCC3)cc21
